Screening data: PubChem BioAssay, Broad Institute
NSD2 inh = NSD2 (human) methyltransferase inhibition. NSD2-SET H3K36me1 DELFIA fluorescence, biochemical. inhibition, % at 12.5 µM. 44,000 tested, 0.07% active. AID 624260; in the data active = inhibition above about 54%, passing the limit was not always enough; inconclusive = no clear call, values can overlap the other calls;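 note: inhibitors reduce the monomethyl H3K36 fluorescence signal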
Target sequence (O96028 whole entry, looked up): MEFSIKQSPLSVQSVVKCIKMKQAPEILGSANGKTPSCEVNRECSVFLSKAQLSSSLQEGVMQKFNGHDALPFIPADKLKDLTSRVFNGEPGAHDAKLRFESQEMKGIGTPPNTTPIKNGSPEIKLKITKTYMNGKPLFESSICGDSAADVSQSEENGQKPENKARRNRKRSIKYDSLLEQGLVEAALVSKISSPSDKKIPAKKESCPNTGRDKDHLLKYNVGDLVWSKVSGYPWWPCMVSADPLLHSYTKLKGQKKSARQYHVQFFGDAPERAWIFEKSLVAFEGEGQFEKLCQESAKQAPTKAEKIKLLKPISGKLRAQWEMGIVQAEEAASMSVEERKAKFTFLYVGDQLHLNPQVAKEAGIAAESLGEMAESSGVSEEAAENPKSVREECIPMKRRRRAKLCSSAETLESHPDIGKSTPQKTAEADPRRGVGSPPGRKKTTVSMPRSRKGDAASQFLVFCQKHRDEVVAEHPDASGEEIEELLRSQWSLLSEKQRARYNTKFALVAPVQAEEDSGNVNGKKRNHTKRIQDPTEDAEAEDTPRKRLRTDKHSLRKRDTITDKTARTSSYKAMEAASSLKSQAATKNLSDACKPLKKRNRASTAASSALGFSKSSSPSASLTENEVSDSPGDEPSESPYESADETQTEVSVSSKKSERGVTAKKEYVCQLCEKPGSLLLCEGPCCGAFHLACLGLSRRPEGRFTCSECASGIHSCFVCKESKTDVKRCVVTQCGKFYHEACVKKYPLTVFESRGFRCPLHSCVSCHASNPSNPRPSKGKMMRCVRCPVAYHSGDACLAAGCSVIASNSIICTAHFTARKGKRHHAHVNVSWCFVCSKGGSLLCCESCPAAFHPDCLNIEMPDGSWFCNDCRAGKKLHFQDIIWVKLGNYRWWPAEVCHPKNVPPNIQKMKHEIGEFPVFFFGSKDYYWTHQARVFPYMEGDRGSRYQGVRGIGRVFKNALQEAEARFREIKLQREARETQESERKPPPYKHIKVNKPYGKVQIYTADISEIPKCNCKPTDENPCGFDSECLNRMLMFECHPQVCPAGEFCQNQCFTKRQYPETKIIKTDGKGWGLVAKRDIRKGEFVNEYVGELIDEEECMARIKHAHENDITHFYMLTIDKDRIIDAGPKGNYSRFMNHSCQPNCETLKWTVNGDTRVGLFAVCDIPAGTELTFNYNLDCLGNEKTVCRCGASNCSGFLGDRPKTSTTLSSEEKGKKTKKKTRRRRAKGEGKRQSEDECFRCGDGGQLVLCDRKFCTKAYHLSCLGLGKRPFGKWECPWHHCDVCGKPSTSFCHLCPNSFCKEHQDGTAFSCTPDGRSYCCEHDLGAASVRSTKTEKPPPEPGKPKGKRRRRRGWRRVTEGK
The depositor's hits bear a star; ? = inconclusive.

SMILES	NSD2 inh
C[C@H](NC(=O)C[C@H]1CC[C@@H](NC(=O)c2cccnc2)[C@H](CO)O1)c1ccccc1	-2
CCOc1ccc2c(=O)c(Oc3ccccc3Br)coc2c1	6
CS(=O)(=O)Nc1ccc(C2=NN(S(C)(=O)=O)C(c3ccccc3F)C2)cc1 (stereo not drawn)	-1
COc1ccc(S(=O)(=O)N(C)C[C@@H]2Oc3ccc(NC(=O)Nc4c(C)noc4C)cc3CC(=O)N([C@@H](C)CO)C[C@@H]2C)cc1	9
C[C@@H]1CN([C@@H](C)CO)C(=O)c2cccc(NS(=O)(=O)c3cn(C)cn3)c2O[C@H]1CN(C)C	5
Cc1noc(C)c1S(=O)(=O)Nc1cccc2c1O[C@H](CN(C)C)[C@H](C)CN([C@@H](C)CO)C2=O	2
C[C@H]1CN([C@@H](C)CO)C(=O)c2cccc(NC(=O)c3nc4ccccc4s3)c2O[C@@H]1CN(C)C(=O)Nc1ccc2c(c1)OCO2	-1
C[C@@H]1CN([C@H](C)CO)C(=O)c2cc(C#CC(C)(C)O)cnc2O[C@H]1CN(C)C(=O)CN(C)C	-2
C[C@H](CO)N1C[C@H](C)[C@H](CN(C)Cc2ccc(C(=O)O)cc2)Oc2ncc(C#CCN(C)C)cc2C1=O	4
C[C@H](CO)N1C[C@H](C)[C@H](CN(C)C(=O)Nc2ccc3c(c2)OCO3)Oc2ccc(NC(=O)NC3CCCCC3)cc2C1=O	5
C[C@@H]1CN([C@@H](C)CO)C(=O)c2cccc(NC(=O)c3cnccn3)c2O[C@H]1CN(C)S(=O)(=O)c1cn(C)cn1	2
Cc1ccc(S(=O)(=O)N(C)C[C@@H]2Oc3c(NC(=O)Nc4ccccc4)cccc3C(=O)N([C@@H](C)CO)C[C@@H]2C)cc1	-1
C[C@H]1CN([C@@H](C)CO)C(=O)Cc2cc(NC(=O)Nc3cccc4ccccc34)ccc2O[C@@H]1CN(C)S(=O)(=O)c1ccc(F)cc1	-9
COc1ccc(NC(=O)Nc2ccc3c(c2)CC(=O)N([C@@H](C)CO)C[C@H](C)[C@H](CN(C)Cc2ccc(Oc4ccccc4)cc2)O3)cc1	-3
C[C@@H]1CN([C@@H](C)CO)C(=O)Cc2cc(NC(=O)Cc3ccccc3)ccc2O[C@H]1CN(C)CC1CC1	-3
C[C@@H]1CN([C@@H](C)CO)C(=O)c2cc(/C=C/c3ccccc3)cnc2O[C@H]1CN(C)C(=O)NC1CCCCC1	1
Cc1noc(C)c1NC(=O)N(C)C[C@H]1Oc2ccc(NS(=O)(=O)c3cccs3)cc2CC(=O)N([C@H](C)CO)C[C@@H]1C	3
C[C@@H]1CN([C@@H](C)CO)C(=O)Cc2cc(NC(=O)CCN3CCOCC3)ccc2O[C@H]1CN(C)S(=O)(=O)c1cccs1	-2
C[C@H](CO)N1C[C@H](C)[C@H](CN(C)C(=O)NC2CCCCC2)Oc2cc(C#Cc3ccc(F)cc3)ccc2S1(=O)=O	-6
C[C@H](CO)N1C[C@H](C)[C@H](CN(C)C(=O)Nc2ccc(C(F)(F)F)cc2)Oc2c(NC(=O)Nc3ccc4c(c3)OCO4)cccc2C1=O	-5
CC(C)NC(=O)Nc1ccc2c(c1)C(=O)N([C@@H](C)CO)C[C@H](C)[C@H](CN(C)S(=O)(=O)c1cn(C)cn1)OCCCC[C@H](C)O2	1
C/C=C/c1ccc2c(c1)O[C@@H](CN(C)C(=O)C1CCOCC1)[C@@H](C)CN([C@@H](C)CO)S2(=O)=O	10
C[C@@H]1CN([C@@H](C)CO)C(=O)c2cc(NS(=O)(=O)c3ccc(Cl)cc3)ccc2O[C@H]1CN(C)C	-8
C[C@@H]1CN([C@H](C)CO)S(=O)(=O)c2ccc(-c3cccc(C(=O)N(C)C)c3)cc2O[C@@H]1CN(C)C(=O)Cc1ccccn1	-1
C[C@H](CO)N1C[C@H](C)[C@H](CN(C)S(=O)(=O)c2ccc(Cl)cc2)Oc2c(NS(=O)(=O)c3ccc(F)cc3)cccc2C1=O	-4
C[C@@H]1CN([C@@H](C)CO)C(=O)Cc2cc(NC(=O)Nc3ccc(F)cc3)ccc2O[C@@H]1CN(C)Cc1ccc(-c2ccccc2)cc1	-4
COCC#Cc1cnc2c(c1)C(=O)N([C@@H](C)CO)C[C@@H](C)[C@H](CN(C)C(C)=O)O2	-3
Cc1ccc(S(=O)(=O)Nc2ccc3c(c2)C(=O)N([C@H](C)CO)C[C@H](C)[C@@H](CN(C)S(=O)(=O)c2ccc(F)cc2)OCCCC[C@@H](C)O3)cc1	-3
COc1ccc(NC(=O)N(C)C[C@@H]2Oc3c(NC(=O)C4CCCCC4)cccc3C(=O)N([C@H](C)CO)C[C@@H]2C)cc1	1
C[C@@H]1CN([C@H](C)CO)C(=O)c2cc(NC(=O)NC3CCCCC3)ccc2O[C@@H](C)CCCCO[C@@H]1CN(C)Cc1ccc(C(F)(F)F)cc1	-2

In a second layout: 4 of the compounds above
C[C@H](CO)N1C[C@H](C)[C@H](CN(C)C(=O)Nc2ccc(C(F)(F)F)cc2)Oc2c(NC(=O)Nc3ccc4c(c3)OCO4)cccc2C1=O
  NSD2 inh = -5

CC(C)NC(=O)Nc1ccc2c(c1)C(=O)N([C@@H](C)CO)C[C@H](C)[C@H](CN(C)S(=O)(=O)c1cn(C)cn1)OCCCC[C@H](C)O2
  NSD2 inh = 1

C[C@@H]1CN([C@@H](C)CO)C(=O)c2cc(/C=C/c3ccccc3)cnc2O[C@H]1CN(C)C(=O)NC1CCCCC1
  NSD2 inh = 1

COc1ccc(NC(=O)N(C)C[C@@H]2Oc3c(NC(=O)C4CCCCC4)cccc3C(=O)N([C@H](C)CO)C[C@@H]2C)cc1
  NSD2 inh = 1

(continued)
SMILES	NSD2 inh
C[C@@H]1CN([C@@H](C)CO)S(=O)(=O)c2ccc(C#CC3CC3)cc2O[C@H]1CN(C)Cc1ccccn1	-48
Cc1ccccc1-c1ccc2c(c1)O[C@@H](CN(C)C(=O)Nc1ccc(C(F)(F)F)cc1)[C@@H](C)CN([C@H](C)CO)S2(=O)=O	-7
C[C@H]1CN([C@@H](C)CO)S(=O)(=O)c2ccc(C#CC3CC3)cc2O[C@@H]1CN(C)C(=O)c1cccnc1	1
C[C@@H]1CN([C@@H](C)CO)C(=O)c2cc(NC(=O)c3ccncc3)ccc2O[C@H]1CN(C)C(=O)Nc1ccc2c(c1)OCO2	6
CCCC#Cc1cnc2c(c1)C(=O)N([C@H](C)CO)C[C@@H](C)[C@H](CN(C)Cc1cccnc1)O2	3
C[C@@H]1CN([C@@H](C)CO)C(=O)CCCn2cc(nn2)CO[C@@H]1CN(C)Cc1cccnc1	2
C[C@H](O)C#Cc1ccc2c(c1)O[C@H](CN(C)C(=O)c1ccncc1)[C@H](C)CN([C@@H](C)CO)S2(=O)=O	-2
C[C@H](CO)N1C[C@H](C)[C@@H](CN(C)C)Oc2cc(-c3cncnc3)ccc2S1(=O)=O	-3
C[C@H]1CN([C@@H](C)CO)C(=O)c2cc(C3=CCCCC3)cnc2O[C@H]1CN(C)Cc1ccccc1	-6
Cc1ccc(S(=O)(=O)Nc2ccc3c(c2)C(=O)N([C@H](C)CO)C[C@H](C)[C@@H](CN(C)C(=O)NC(C)C)OCCCC[C@H](C)O3)cc1	1
C[C@H](CO)N1C[C@H](C)[C@H](CN(C)S(=O)(=O)c2ccc(F)cc2)Oc2ncccc2C1=O	-2
Cc1ccc(S(=O)(=O)N(C)C[C@@H]2Oc3ncc(-c4cc5ccccc5o4)cc3C(=O)N([C@H](C)CO)C[C@@H]2C)cc1	0
CCOc1ccccc1NC(=O)C1CC(=O)n2ncnc2N1 (stereo not drawn)	-6
O=C(Nc1ccccc1)C1=C[C@H](c2coc3ccccc3c2=O)C[C@H](OCCCCO)O1	-2
C[C@H](CO)N1C[C@H](C)[C@H](CN(C)C(=O)c2ccccn2)Oc2ncc(C#Cc3ccccn3)cc2C1=O	?
C[C@H]1CCCCO[C@H](CN(C)Cc2ccccc2)[C@@H](C)CN([C@@H](C)CO)C(=O)c2cc(NS(=O)(=O)c3ccccc3)ccc2O1	-17
COc1ccc(S(=O)(=O)N(C)C[C@@H]2Oc3ccc(NC(=O)Nc4ccc5c(c4)OCO5)cc3CC(=O)N([C@H](C)CO)C[C@@H]2C)cc1	0
CC(C)C#Cc1ccc2c(c1)O[C@@H](CN(C)S(=O)(=O)c1cn(C)cn1)[C@@H](C)CN([C@@H](C)CO)S2(=O)=O	?
COc1cccc(-c2ccc3c(c2)O[C@@H](CN(C)Cc2cncnc2)[C@@H](C)CN([C@@H](C)CO)S3(=O)=O)c1	2
C[C@@H]1CN([C@H](C)CO)C(=O)c2cccc(NC(=O)C3CCOCC3)c2O[C@H]1CN(C)C(=O)Nc1ccccc1	1
C[C@@H]1CCCCO[C@@H](CN(C)C(=O)Cc2ccccc2)[C@H](C)CN([C@H](C)CO)C(=O)c2cc(NC(=O)C3CCCCC3)ccc2O1	14
C[C@@H]1CN([C@H](C)CO)C(=O)c2cc(NC(=O)Nc3ccccc3)ccc2O[C@H]1CN(C)Cc1ccc(Oc2ccccc2)cc1	-2
C[C@H](CO)N1C[C@H](C)[C@@H](CN(C)C(=O)Nc2ccc(C(F)(F)F)cc2)Oc2c(NC(=O)c3ccncc3)cccc2C1=O	?
COc1ccc(CN(C)C[C@@H]2OCCCC[C@H](C)Oc3ccc(NS(=O)(=O)c4c(C)noc4C)cc3C(=O)N([C@H](C)CO)C[C@H]2C)cc1	8
C[C@@H]1CN([C@@H](C)CO)C(=O)c2cc(NS(=O)(=O)c3ccc(F)cc3)ccc2O[C@@H]1CN(C)C(=O)Nc1ccccc1	3
N#C/C(=C\c1ccc(O)c(O)c1)C(=O)c1ccc(O)c(O)c1	37
O=C(C[C@H]1C[C@@H]2c3cc(NS(=O)(=O)c4ccc(F)cc4)ccc3O[C@@H]2[C@@H](CO)O1)NCCc1ccccc1	3
C[C@@H]1CN([C@H](C)CO)C(=O)c2cc(NC(=O)NC3CCCCC3)ccc2O[C@@H]1CN(C)C(=O)Nc1ccc2c(c1)OCO2	0
COc1cc(O)c2c(=O)c(OC3OC(CO[C@@H]4O[C@@H](C)[C@H](O)[C@@H](O[C@@H]5O[C@@H](C)[C@H](O)[C@@H](O)[C@H]5O)[C@H]4O)C(O)C(O)C3O)c(-c3ccc(O)cc3)oc2c1 (stereo partly drawn)	-4
C[C@H]1CN([C@@H](C)CO)C(=O)c2cc(NC(=O)CCN3CCOCC3)ccc2O[C@@H]1CN(C)Cc1ccccc1	10
CCCC#Cc1cnc2c(c1)C(=O)N([C@@H](C)CO)C[C@@H](C)[C@H](CN(C)Cc1ccc3c(c1)OCO3)O2	-2
C[C@@H]1CCCCO[C@H](CN(C)C(=O)Nc2ccccc2)[C@H](C)CN([C@H](C)CO)C(=O)c2cc(NC(=O)C3CCCCC3)ccc2O1	2
COc1ccc(S(=O)(=O)N(C)C[C@@H]2Oc3ccc(NC(=O)Cc4ccccc4)cc3CC(=O)N([C@@H](C)CO)C[C@@H]2C)cc1	-1
C=CCNC(=O)[C@@H]1[C@H]2C(=O)O[C@H](c3ccccc3)[C@H](c3ccccc3)N2[C@H](c2ccc(OCCO)cc2)[C@@]12C(=O)N(C(=O)OCCOC)c1ccc(C#CCC(C(=O)OC)C(=O)OC)cc12	-5
COCC#Cc1cnc2c(c1)C(=O)N([C@H](C)CO)C[C@@H](C)[C@H](CN(C)S(C)(=O)=O)O2	6
CN1CCCC(CC2c3ccccc3Sc3ccccc32)C1 (stereo not drawn)	-3
COc1ccc(S(=O)(=O)N(C)C[C@@H]2OCCCC[C@@H](C)Oc3ccc(NC(=O)CCC(F)(F)F)cc3C(=O)N([C@H](C)CO)C[C@@H]2C)cc1	3
C[C@@H]1CN([C@@H](C)CO)C(=O)c2cc(/C=C/c3ccccc3)cnc2O[C@@H]1CN(C)C(=O)c1ccncc1	2
Cc1noc(C)c1NC(=O)N(C)C[C@@H]1OCCCC[C@@H](C)Oc2ccc(NS(=O)(=O)c3c(C)noc3C)cc2C(=O)N([C@H](C)CO)C[C@H]1C	-3
Cc1ccc(Oc2ncccc2C(=O)NCC(=O)O)cc1	3
C[C@@H]1CN([C@@H](C)CO)S(=O)(=O)c2ccc(C#CC3CCCC3)cc2O[C@@H]1CN(C)S(C)(=O)=O	10
C[C@H]1CN([C@@H](C)CO)C(=O)c2cc(NS(C)(=O)=O)ccc2O[C@@H]1CN(C)C(=O)Nc1ccc(C(F)(F)F)cc1	-2
C[C@@H]1CCCCO[C@@H](CN(C)Cc2ccc(C(=O)Nc3ccccc3N)cc2)[C@@H](C)CN([C@H](C)CO)C(=O)c2cc(NC(=O)CCC(F)(F)F)ccc2O1	-11
C[C@H]1CN([C@@H](C)CO)C(=O)Cc2cc(NC(=O)Nc3cccc4ccccc34)ccc2O[C@@H]1CN(C)S(=O)(=O)c1ccc(Cl)cc1	0
C[C@H](CO)N1C[C@H](C)[C@@H](CN(C)Cc2ccc(F)cc2)Oc2ncc(-c3ccncc3)cc2C1=O	4
CCCN(C)C[C@H]1Oc2ncc(C#Cc3ccc(OC)cc3)cc2C(=O)N([C@@H](C)CO)C[C@H]1C	14

Grouped by structure, the entries above with a Cl atom
SMILES	NSD2 inh
C[C@@H]1CN([C@@H](C)CO)C(=O)c2cc(NS(=O)(=O)c3ccc(Cl)cc3)ccc2O[C@H]1CN(C)C	-8
C[C@H](CO)N1C[C@H](C)[C@H](CN(C)S(=O)(=O)c2ccc(Cl)cc2)Oc2c(NS(=O)(=O)c3ccc(F)cc3)cccc2C1=O	-4
C[C@H]1CN([C@@H](C)CO)C(=O)Cc2cc(NC(=O)Nc3cccc4ccccc34)ccc2O[C@@H]1CN(C)S(=O)(=O)c1ccc(Cl)cc1	0

Only part of the results is shown; the hit share may differ from the screen's.
